HT1080 cytotoxicity = cytotoxicity in HT1080 fibrosarcoma cells, cell-based, fluorescence readout (AID 620); HT1080 viability, fluorescence; higher % means a stronger effect; cytotoxicity, % at 10 µM; hits with a dose series show EC50 in µM; actives 0.42% (n = 87,000);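 note: cells exposed to compound overnight then 4 h with Alamar Blue; 0% = vehicle DMSO and 100% = killing control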
Spn MK inh = S. pneumoniae MK inhibitors, primary screen, biochemical, PK/LDH-coupled NADH absorbance; mevalonate kinase [Streptococcus pneumoniae D39]; purified MK, PK/LDH-coupled NADH absorbance 340 nm; inhibition, % at 10 µM; actives 0.48% (n = 65,000); AID 555, 2006;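 active = ranked among the strongest by inhibition in the single 10 µM screen, a fixed top-ranked set picked for dose follow-up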; note: no value below 0 was filed
Spn PMK inh = S. pneumoniae PMK inhibitors, primary screen, biochemical, mevalonate pathway, pilot trial included. phosphomevalonate kinase (Streptococcus pneumoniae D39). purified PMK, PK/LDH-coupled NADH absorbance 340 nm. inhibition, % at 10 µM. actives 0.49% (n = 65,000). AID 539, 2006;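 active = top-ranked compounds by inhibition in the single 10 µM screen, taking a fixed number of the strongest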;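 note: 0% = full reaction with DMSO carrier and 100% = background rate without enzyme reaction; no value below 0 was filed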
TNAP inhibition = human TNAP enzyme inhibitors, biochemical, luminescent (AID 518). Alkaline phosphatase, tissue-nonspecific isozyme (Homo sapiens). purified TNAP enzyme, luminescent substrate readout; higher % means a stronger effect. inhibition, % at 20 µM; hits with a dose series show IC50 in µM. actives 0.09% (n = 64,000); in the data active = a potency from the dose series; inactive = the rest, 99 in 100 with inhibition below about 22%;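 note: plate controls were vehicle for no effect and reference inhibitor for full effect; many of its hits are not listed in these tables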
KRASV12 cytotoxicity = cytotoxicity in KRAS-transformed pancreatic duct cells, primary screen, cell-based, fluorescence, HTS (AID 431); HPDE-C7K KRASV12 cells, Alamar Blue viability, 48 h; higher % means a stronger effect; one-dose cytotoxicity, % at 10 µM; EC50 in µM for titrated hits; actives 1.7% (n = 63,000);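 active = compounds whose percent cytotoxicity in the single-dose primary screen, scaled between solvent and toxic-drug controls, exceeds 50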;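 note: 0% = DMSO solvent wells and 100% = doxorubicin-treated wells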
LYP phosphatase = LYP phosphatase inhibitors, primary screen, biochemical, DiFMUP fluorescence, recombinant catalytic domain, 10 µM (AID 606); Tyrosine-protein phosphatase non-receptor type 22 (Homo sapiens); recombinant LYP catalytic domain, DiFMUP fluorescence; higher % means a stronger effect; one-dose inhibition, % at 10 µM; IC50 in µM for titrated hits; 52,000 tested, under 10 active;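 active = IC50 under 40 µM in the dose-response test; inactive = IC50 of 40 µM or more, or never dose-tested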
Bfl-1 inhibitors = Bfl-1 inhibitors, primary screen, biochemical, fluorescence polarization, FITC-Bid, mouse (AID 432); Bcl-2-related protein A1 (Mus musculus); displacement, % at 20 µM, or IC50 in µM where a hit was titrated; actives 0.02% (n = 64,000); FITC-Bid BH3 peptide fluorescence polarization displacement; higher % means a stronger effect; in the data active = a potency from the dose series; inactive = the rest, 99 in 100 with displacement below about 15%; note: strong numbers were not always called active
HPDE-C7 viability = cytotoxicity in HPDE-C7 cells, cell-based, fluorescence, HTS (AID 430) | HPDE-C7 pancreatic duct cells viability, fluorescence; higher % means a stronger effect | cytotoxicity, % at 10 µM; hits with a dose series show EC50 in µM | actives 1.8% (n = 63,000);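 note: cells exposed to compound for 48 hours before viability readout; 0% = vehicle and 100% = reference cytotoxic drug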
DPM-DC inhibit = S. pneumoniae DPM-DC inhibitors, primary screen, biochemical, PK/LDH-coupled NADH fluorescence. AID 556, 2006. calls only at 10 µM. actives 0.49% (n = 65,000). diphosphomevalonate decarboxylase (Streptococcus pneumoniae D39). purified DPM-DC;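 active = the 320 compounds with the highest percent inhibition in the single-dose primary screen, excluding strongly autofluorescent ones, cut at about 32% in these data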;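 note: kinetic rate of NADH fluorescence loss reporting ADP formed by the decarboxylase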
Spn PMK inh pilot replicates = second read-out of Spn PMK inh, no call of its own (marks repeat the call); inhibition, %; measured here: pilot screen replicates
Spn MK inh pilot replicates = second read-out of Spn MK inh, no call of its own (marks repeat the call); inhibition, %; measured here: pilot screen replicates
DPM-DC inhibit pilot screen % = second read-out of DPM-DC inhibit, no call of its own (marks repeat the call); inhibition, %; measured here: pilot screen trials
The depositor's hits bear a star; i = inactive; nt = not tested or not shown. Cut-off read from the data, not from the text of the source, unless noted: active = cytotoxicity above about 50%; inactive = the rest. Hits appear at their usual frequency; about 3.6% have a hit in one of these screens.

SMILES	HT1080 cytotoxicity	Spn MK inh	Spn PMK inh	TNAP inhibition	KRASV12 cytotoxicity	LYP phosphatase	Bfl-1 inhibitors	HPDE-C7 viability	DPM-DC inhibit	others
COc1ccccc1N1CCN(CC(=O)c2c(C)[nH]c3ccccc23)CC1	-3%	9	6	8%	nt	nt	0%	nt	i
CC1(C)CC(=O)C2=C(C1)Nc1ccccc1N=C2	-8%	1	14	18%	27%	-13%	0%	14%	i	Spn PMK inh pilot replicates=0.0;Spn MK inh pilot replicates=0.0;DPM-DC inhibit pilot screen %=5.0
CC1(C)C(=O)OC(c2cccs2)C(C)(C)C1=O (stereo unspecified)	1%	3	8	1%	-3%	1%	-6%	-19%	i
CCn1c(=N)c(C(=O)NC)cc2c(=O)n3cccc(C)c3nc21	20%	4	14	7%	21%	4%	-7%	4%	nt
CC1(C)CC(OC(=O)c2ccco2)CC(C)(C)N1O	14%	10	6	7%	3%	10%	-2%	-2%	i
COc1ccc(C2c3c(oc4ccc(C)cc4c3=O)C(=O)N2c2cc(C)ccn2)cc1OC (stereo unspecified)	13%	3	13	5%	16%	nt	-2%	-9%	i
CCN1CCN(CCNC(=O)CS(=O)(=O)Cc2nc(-c3ccc(C)cc3)oc2C)CC1	-6%	0	0	7%	3%	-3%	-3%	0%	i
CN=C1SC(CC(=O)Nc2ccccc2F)C(=O)N1C (stereo unspecified)	-7%	1	4	10%	5%	5%	-8%	0%	i
CCOC(=O)CSc1nnc(CNC(=O)c2ccc(OC)cc2)n1C1CCCCC1	4%	2	19	6%	-4%	0%	1%	7%	i
Cc1cc(C)n(Cc2cc(C)c(Cn3nc(C)cc3C)cc2C)n1	35%	8	0	9%	-2%	5%	1%	-17%	i	Spn PMK inh pilot replicates=0.0;Spn MK inh pilot replicates=0.5;DPM-DC inhibit pilot screen %=2.0
Fc1cccc(-n2c(-c3ccco3)nc3nc4ccccc4nc32)c1	0%	3	7	-2%	-20%	nt	-6%	-21%	nt
COc1ccc(/C(O)=C2\C(=O)C(=O)N(CCN(C)C)C2c2cc(OC)c(OC)c(OC)c2)c(C)c1 (stereo unspecified)	22%	8	12	9%	-6%	nt	1%	-10%	i
O=C(Nc1ccccc1)N1CCN(Cc2ccc3c(c2)OCO3)CC1	6%	7	2	1%	8%	17%	4%	-8%	i
COc1cc2c(cc1OC)C(COc1ccc(F)cc1)N(C(=O)c1ccco1)CC2 (stereo unspecified)	-10%	3	15	2%	4%	15%	-10%	-12%	i
O=C(c1cc2cc(Cl)ccc2oc1=O)N1CCCC1	5%	9	9	12%	0%	-1%	0%	-1%	i

2 consecutive records from above, quoted:
SMILES	HT1080 cytotoxicity	Spn MK inh	Spn PMK inh	TNAP inhibition	KRASV12 cytotoxicity	LYP phosphatase	Bfl-1 inhibitors	HPDE-C7 viability	DPM-DC inhibit	others
CCN1CCN(CCNC(=O)CS(=O)(=O)Cc2nc(-c3ccc(C)cc3)oc2C)CC1	-6%	0	0	7%	3%	-3%	-3%	0%	i
CN=C1SC(CC(=O)Nc2ccccc2F)C(=O)N1C (stereo unspecified)	-7%	1	4	10%	5%	5%	-8%	0%	i

Further compounds:
SMILES	HT1080 cytotoxicity	Spn MK inh	Spn PMK inh	TNAP inhibition	KRASV12 cytotoxicity	LYP phosphatase	Bfl-1 inhibitors	HPDE-C7 viability	DPM-DC inhibit	others
NC(=O)c1c(NC(=O)CSc2nnc(Cc3ccccc3)n2Cc2ccco2)sc2c1CCC2	-16%	12	20	2%	26%	nt	-5%	21%	i
CC(=O)NC(CCS(C)(=O)=O)C(=O)Nc1c(F)cccc1F (stereo unspecified)	7%	0	12	6%	-6%	8%	-1%	-7%	i
COc1ccc2c(c1)CCCC21NC(=O)NC1=O (stereo unspecified)	3%	8	12	2%	-8%	nt	6%	3%	i
CCOc1ccc(N(CC(=O)NCc2ccccc2)S(=O)(=O)c2c(C)noc2C)cc1	-7%	7	5	-14%	-2%	11%	1%	-8%	i
O=C(c1ccco1)N1CCC(c2nc(-c3ccc(F)cc3)no2)CC1	9%	5	0	8%	nt	-2%	5%	nt	i
CNC(=O)c1cc2cc(OC)ccc2oc1=N	16%	0	0	12%	nt	nt	3%	nt	i
CNC(=O)c1cc2cccc(OC)c2oc1=O	7%	5	3	13%	13%	5%	-8%	10%	i
COC(=O)c1cn(NC(=O)C2COc3ccccc3O2)c(=O)c2ccccc12 (stereo unspecified)	-16%	7	0	1%	-3%	6%	-3%	-11%	i
CCOc1ccccc1NC(=O)CN(Cc1ccccc1)S(C)(=O)=O	-1%	1	0	2%	-13%	-13%	-4%	-12%	i
O=C(O)CN1C(=O)CC(Cc2ccc(Cl)cc2)C1=O (stereo unspecified)	0%	0	10	-1%	-23%	nt	2%	-15%	i
COc1ccc2cc3cc(C(=O)NCc4ccc5c(c4)OCO5)oc3nc2c1	-8%	0	11	12%	8%	3%	7%	-7%	nt
N#CC1=C(N)Oc2n[nH]c(-c3ccc(F)cc3)c2C1c1ccncc1 (stereo unspecified)	0%	0	11	15%	-9%	-9%	1%	-6%	i
O=C(C1CCC1)N1CCc2cc(S(=O)(=O)N3CCCCC3)ccc21	6%	5	8	1%	-6%	3%	-8%	-10%	i
COc1cc2c(cc1OC)CN(C(=O)c1cc3ccccc3oc1=O)CC2	22%	0	22	3%	32%	14%	-2%	47%	i
Cc1cc2oc(=O)cc(CN3CCCc4ccccc43)c2cc1C	-2%	2	8	10%	-5%	9%	-5%	-2%	i
Cc1ccc(C)c2[nH]c(=O)c(CN(CCN3CCCC3)C(=O)Nc3cccc(Cl)c3)cc12	12%	0	17	10%	45%	nt	-9%	38%	i	Spn PMK inh pilot replicates=1.5;Spn MK inh pilot replicates=0.0;DPM-DC inhibit pilot screen %=1.0
COc1ccc(CCNC(=O)C2CCCCC2C(=O)O)cc1OC (stereo unspecified)	nt	28	6	6%	7%	nt	-1%	4%	i
CCn1c2ccccc2c2cc(C3C(C#N)=C(N)Oc4n[nH]c(COC)c43)ccc21 (stereo unspecified)	28%	4	0	0%	7.7µM*	6%	-7%	7µM*	i
COc1ccc(Cn2c(=O)[nH]c3cc(C(=O)NCCCN4CCCC4=O)ccc3c2=O)cc1	-12%	8	13	6%	10%	nt	-5%	10%	i
COc1ccc(CNC(=O)C2CCN(S(=O)(=O)N3CCOCC3)CC2)cc1	-3%	2	25*	2%	-11%	nt	-2%	-8%	i
Cc1ccc(NC(=O)C2CCCN2S(=O)(=O)c2ccc3c(c2)CCC(=O)N3)cc1Cl (stereo unspecified)	-2%	4	6	9%	4%	13%	-7%	-12%	i
Cc1ccc(-c2nnn(CC(=O)Nc3ccccc3N3CCOCC3)n2)cc1	14%	8	13	8%	5%	nt	1%	2%	i
Cc1[nH]nc2c1C(c1ccoc1)C(C#N)=C(N)O2 (stereo unspecified)	20%	7	9	5%	-13%	-5%	4%	-13%	i
CCOC(=O)N1CCC(NCCNC(=O)c2cccs2)CC1	3%	29	0	3%	1%	-14%	-2%	-6%	i
CCCn1c(O)c(CN2CCCC(C)C2)c(C)c(C#N)c1=O (stereo unspecified)	6%	0	7	5%	17%	-4%	16%	0%	i	Spn PMK inh pilot replicates=1.5;Spn MK inh pilot replicates=0.0;DPM-DC inhibit pilot screen %=7.5
O=C(CNC(=O)c1ccc(Cl)cc1Cl)NCC(=O)Nc1ccccc1N1CCOCC1	-3%	0	6	4%	-11%	8%	8%	-13%	i
Cc1cccc(NC(=O)N(Cc2nc3ccccc3c(=O)[nH]2)C2CCCC2)c1	-2%	4	9	6%	-12%	nt	0%	-4%	i
C=C(c1ccc(OCCO)cc1)c1ccc(OCCO)cc1	-8%	0	0	8%	-8%	5%	-3%	10%	i
CCOC(=O)N1CCN(C(=O)CSCC(=O)N=c2sc3ccccc3n2C)CC1	nt	8	4	9%	2%	7%	-5%	-4%	i
CCCCOC(=O)C1C2C=C[C@]3(CN(C(C)c4ccc(OC)cc4)C(=O)[C@H]13)O2 (stereo partly specified)	0%	10	15	4%	4%	1%	-3%	4%	i
COC(=O)CSCc1nc2ccccc2[nH]c1=O	1%	7	8	1%	-6%	11%	-6%	-9%	i
c1ccc(CCc2nc(-c3cccnc3)no2)cc1	-9%	0	0	18%	6%	2%	3%	-9%	i	Spn PMK inh pilot replicates=0.0;Spn MK inh pilot replicates=0.0;DPM-DC inhibit pilot screen %=0.5
CCCCSc1nc(CCC)cc(=O)[nH]1	10%	1	9	17%	-5%	3%	-3%	-4%	i	Spn PMK inh pilot replicates=3.0;Spn MK inh pilot replicates=0.0;DPM-DC inhibit pilot screen %=0.0
Cc1nc2ncnn2c(C)c1CCC(=O)N1CCc2ccccc21	10%	11	13	2%	-21%	9%	-1%	-17%	i
CCC(C)OC(=O)n1ccc(C(=O)Nc2nccs2)n1 (stereo unspecified)	10%	8	7	34%	7%	-1%	-1%	-3%	i	Spn PMK inh pilot replicates=1.5;Spn MK inh pilot replicates=1.0;DPM-DC inhibit pilot screen %=0.0
COc1ccc(OC)c(S(=O)(=O)N(C)CC(=O)Nc2ccc3c(c2)OCO3)c1	9%	9	2	1%	10%	nt	-7%	7%	i
COc1ccc(-c2nc(SC)n(C(=O)c3ccco3)n2)cc1	-1%	2	0	21%	1%	0%	-8%	5%	i
Cc1ccnc(NC(=O)CCC2CCCCC2)c1	4%	12	7	19%	-8%	-3%	-2%	-8%	i
CC12C=CC3(CN(Cc4ccccc4)C(=O)C3C1C(=O)NCc1ccco1)O2 (stereo unspecified)	11%	3	20	4%	-8%	8%	-6%	-7%	i
CN(Cc1ccco1)C(=O)C(Cc1ccccc1)NS(=O)(=O)c1ccc2c(c1)CCC(=O)N2 (stereo unspecified)	-2%	4	1	9%	-2%	-3%	2%	-11%	i
Cc1cccc(OCc2nnc(SCC(=O)N3CCc4ccccc43)n2C)c1	-24%	9	19	6%	-14%	nt	-4%	-13%	i
CC(=O)Nc1ccc(N2C(=O)CC(N3CC(C)OC(C)C3)C2=O)cc1 (stereo unspecified)	-4%	0	16	10%	7%	nt	-1%	5%	i
Cc1csc(NC(=O)CSc2nnc(-c3ccco3)n2C)n1	15%	9	12	10%	1%	4%	-8%	0%	i
Cc1noc(C)c1COC(=O)c1ccc2c(c1)OCCO2	-4%	5	13	6%	5%	10%	-5%	4%	i
CCCN(CCC)C(=O)CSc1nc2n[nH]c(C)c2c(=N)n1-c1ccc(OC)cc1	3%	7	18	nt	nt	nt	nt	nt	i
CCSc1nnc(NC(=O)CSc2nnc(Cc3cccn3C)n2CCc2ccccc2)s1	-3%	8	8	4%	7%	nt	0%	-10%	i
CC(C)OC(=O)CC(=O)c1sc2nc3c(cc2c1N)CN(C)CC3	-13%	4	19	-5%	-20%	6%	17%	-14%	nt
CCOC(=O)c1sc(NC(=O)CSc2ncccn2)c(C#N)c1C	-2%	6	4	5%	-2%	-15%	-3%	-6%	i
